Source: PubChem BioAssay (several laboratories)
SDO1 yeast rescue = compounds rescuing growth of sdo1-depleted yeast, bone marrow failure model; S. cerevisiae sdo1-depleted JHY4D growth rescue, OD600 30 h; active compounds read high; pdr5 snq2 efflux-pump mutant strain; z-score at 10 µM; 0.21% of 140,000 active;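 active means z-score above 3 at both the 24 hr and the 30 hr optical density reads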;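 further: z-score against mean and SD of all compound wells on the same plate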
Insulin prom inh = TRM-6 insulin promoter activity inhibition; TRM-6 cells (human fetal islet line), insulin promoter-eGFP reporter, imaging; reporter expression induced with tamoxifen; AID 1273; inhibition, % at 2 µM; 0.9% of 130,000 active;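 active means inhibition above the mean plus 3 SD, with well images judged a real hit on visual review, cut at about 60% in these data, passing the limit was not always enough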
SDO1 yeast rescue Rescue 24 h = second read-out of SDO1 yeast rescue, no call of its own (marks repeat the call); z-score; S. cerevisiae sdo1-depleted JHY4D growth rescue, OD600; measured here: growth rescue at 24 h;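 0 is the plate mean of compound wells and units are plate SD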
Numbers without * were called inactive.

How did O=C(Cn1cnc2c(nnn2Cc2ccccc2)c1=O)N1CCN(c2ccccc2)CC1 do in these assays?
SDO1 yeast rescue: 1.35; Insulin prom inh: -10.0; SDO1 yeast rescue Rescue 24 h: 1.04

What do the screens show for `CSc1nc(N2CCN(c3ccccc3)CC2)cc(N2CCN(c3ccccc3)CC2)n1`?
Insulin prom inh: 23.1

Results for Cc1cccc(N=C2NC(=O)/C(=C/c3cn(C)c4ccccc34)S2)c1 ?
SDO1 yeast rescue: -0.77; SDO1 yeast rescue Rescue 24 h: -1.64

Results for N#Cc1c(-c2ccc(Cl)cc2Cl)nc2n(c1=O)CCS2 ?
SDO1 yeast rescue: 0.36; Insulin prom inh: 0.0; SDO1 yeast rescue Rescue 24 h: 0.26

What do the screens show for `CC(C)(C)C(=O)Cn1c(=N)n(Cc2ccccc2)c2ccccc21`?
SDO1 yeast rescue: -2.65; SDO1 yeast rescue Rescue 24 h: -1.61

What do the screens show for `NC(=O)[C@H]1CC2(CC(c3cccc(NC(=O)c4ccccc4)c3)=NO2)CN1C(=O)[C@H]1CCC(=O)N1` (some centres not stated)?
SDO1 yeast rescue: 1.15; SDO1 yeast rescue Rescue 24 h: -0.03

Results for Cc1nn(-c2ccc(F)cc2)c(Cl)c1/C=C(\CC(=O)O)c1nc2ccccc2s1 ?
SDO1 yeast rescue: 1.25; Insulin prom inh: 11.1; SDO1 yeast rescue Rescue 24 h: 1.08

Results for CCOC(=O)CC1=CC(C)(CC(=O)OCC)C(C#N)(C#N)C(N)=C1C#N (configuration not stated) ?
SDO1 yeast rescue: 0.09; Insulin prom inh: -27.3; SDO1 yeast rescue Rescue 24 h: -0.65

Results for CC[n+]1cc(-c2ccccc2)nc(N2CCOCC2)n1 ?
SDO1 yeast rescue: 0.15; SDO1 yeast rescue Rescue 24 h: 0.07

Results for CCOC(=O)c1[nH]c(C)c(C(=O)N(CC)CC)c1C ?
SDO1 yeast rescue: -0.29; SDO1 yeast rescue Rescue 24 h: -0.99

Results for Cc1cc2oc(=O)cc(CN3CCN(S(=O)(=O)c4cccs4)CC3)c2cc1C(C)C ?
SDO1 yeast rescue: 0.05; Insulin prom inh: -36.5; SDO1 yeast rescue Rescue 24 h: 0.46

How did CSc1nc(SCC(=O)NC(c2ccccc2)c2ccccc2)c2c3c(sc2n1)CN(C)CC3 do in these assays?
SDO1 yeast rescue: -1.03; Insulin prom inh: -37.2; SDO1 yeast rescue Rescue 24 h: -0.57

What do the screens show for `Cc1ccccc1C(=O)N1CCN(c2ccc(NC(=O)c3ccccc3[N+](=O)[O-])cc2)CC1`?
Insulin prom inh: 14.3

What do the screens show for `CCc1nnc(SCc2ccc(CSc3nnc(CC)n3N)cc2)n1N`?
SDO1 yeast rescue: 0.45; Insulin prom inh: 37.5; SDO1 yeast rescue Rescue 24 h: 0.15

Results for COc1cc(C2C(C#N)=C(N)N(c3cccnc3)C3=C2C(=O)CC(C)(C)C3)ccc1O (configuration not stated) ?
SDO1 yeast rescue: 0.77; Insulin prom inh: 28.6; SDO1 yeast rescue Rescue 24 h: -0.47

Results for CCc1nn(CC(=O)N2CCN(Cc3ccc4c(c3)OCO4)CC2)c(=O)c2cc3occc3n12 ?
SDO1 yeast rescue: -0.13; Insulin prom inh: 31.0; SDO1 yeast rescue Rescue 24 h: -0.71

Results for COc1cc(/C(C)=N/NC(=O)Cc2c(C)[nH][nH]c2=O)ccc1O ?
SDO1 yeast rescue: 0.64; Insulin prom inh: 25.8; SDO1 yeast rescue Rescue 24 h: 0.41

How did Cc1ccnc(SCC(=O)N2CCN(c3cccc(Cl)c3)CC2)n1 do in these assays?
SDO1 yeast rescue: 0.62; Insulin prom inh: 15.4; SDO1 yeast rescue Rescue 24 h: 0.7

Results for Cc1c2ccccc2nc2c(F)c(N(C)C)c(F)c(F)c12 ?
SDO1 yeast rescue: -0.49; Insulin prom inh: -175.8; SDO1 yeast rescue Rescue 24 h: 0.27

How did CCN(CC(=O)NCc1ccc(Cl)cc1)C(=O)c1ccc(S(=O)(=O)N(C)C)cc1 do in these assays?
Insulin prom inh: -83.3

Results for O=C1C2CCCN2c2ccc(S(=O)(=O)N3CCOCC3)cc2N1Cc1ccccc1F (configuration not stated) ?
SDO1 yeast rescue: -0.38; Insulin prom inh: -7.1; SDO1 yeast rescue Rescue 24 h: -0.2

What do the screens show for `O=C(c1cccs1)N(c1ccc(Br)cc1)C1C=CS(=O)(=O)C1` (configuration not stated)?
Insulin prom inh: 18.5

How did Brc1ccc(CSc2nnc(Cc3c[nH]c4ccccc34)o2)cc1 do in these assays?
SDO1 yeast rescue: -1.09; Insulin prom inh: -125.0; SDO1 yeast rescue Rescue 24 h: -0.31

How did Cc1ccc(-c2noc(CCC(=O)N(C)c3ccccc3C)n2)cc1 do in these assays?
SDO1 yeast rescue: -1.1; Insulin prom inh: -276.7; SDO1 yeast rescue Rescue 24 h: -1.23

Results for c1cc2nnnn2nc1N1CCCCC1 ?
SDO1 yeast rescue: -0.03; SDO1 yeast rescue Rescue 24 h: -0.24

Results for CNC(=O)Nc1cccc(NC(=O)NC)n1 ?
SDO1 yeast rescue: -0.36; SDO1 yeast rescue Rescue 24 h: -0.97

How did COc1cc2c(cc1OC)C(/C(C#N)=N\O)=NC(C)(C)C2 do in these assays?
SDO1 yeast rescue: -0.48; Insulin prom inh: 13.9; SDO1 yeast rescue Rescue 24 h: -0.96

How did CCCn1nnnc1SCC(=O)N1CCCc2ccccc21 do in these assays?
SDO1 yeast rescue: 0.12; Insulin prom inh: 2.6; SDO1 yeast rescue Rescue 24 h: 0.05

Results for Cn1c(NC(=O)c2ccc(S(=O)(=O)N3CCCCC3)cc2)cc(=O)n(C)c1=O ?
SDO1 yeast rescue: 0.85; Insulin prom inh: 37.5; SDO1 yeast rescue Rescue 24 h: -0.2

What do the screens show for `COc1ccc(OC)c(NC(=O)CCN2CCN(Cc3ccccc3)CC2)c1`?
SDO1 yeast rescue: 0.05; SDO1 yeast rescue Rescue 24 h: -0.19

How did O=C(O)C(CCCCN1C(=O)c2ccccc2C1=O)N1C(=O)c2ccccc2C1=O (configuration not stated) do in these assays?
SDO1 yeast rescue: -0.16; Insulin prom inh: 0.0; SDO1 yeast rescue Rescue 24 h: -1.12

Results for Cc1ccsc1/C=C1/SC(N2CCOCC2)=NC1=O ?
SDO1 yeast rescue: 0.33; Insulin prom inh: 30.0; SDO1 yeast rescue Rescue 24 h: -0.13

How did OCCN1CCN(C(=S)c2ccc(Cl)c(Cl)c2)CC1 do in these assays?
SDO1 yeast rescue: 0.3; Insulin prom inh: 0.0; SDO1 yeast rescue Rescue 24 h: 0.33

How did CC(C)(C)c1nc2scc(-c3ccc(Cl)cc3)c2c(=O)o1 do in these assays?
SDO1 yeast rescue: 0.65; Insulin prom inh: 0.0; SDO1 yeast rescue Rescue 24 h: 1.16

Results for Cc1cc(C)n2c(-c3ccccc3Cl)nnc2n1 ?
SDO1 yeast rescue: -0.13; Insulin prom inh: 15.4; SDO1 yeast rescue Rescue 24 h: -1.09

Results for CCN(CC(F)(F)C(F)F)S(=O)(=O)c1ccc(NC(=O)OC)cc1 ?
SDO1 yeast rescue: -0.33; Insulin prom inh: -9.1; SDO1 yeast rescue Rescue 24 h: -0.88

How did CCOc1cc(C2C(C(=O)OC(C)C)=C(C)NC3=C2C(=O)CCC3)cc([N+](=O)[O-])c1O (configuration not stated) do in these assays?
Insulin prom inh: -7.0

How did O=C(Oc1cccc2cccnc12)c1cccc(-n2cnnn2)c1 do in these assays?
SDO1 yeast rescue: 0.99; Insulin prom inh: 33.3; SDO1 yeast rescue Rescue 24 h: 0.35

How did COc1ccc(/C=N/NS(=O)(=O)c2ccc(C)cc2)cc1OC(=O)c1ccc(C)cc1 do in these assays?
SDO1 yeast rescue: -1.03; Insulin prom inh: -16.7; SDO1 yeast rescue Rescue 24 h: -0.69

What do the screens show for `Cc1ccc2[nH]c3c(NCc4ccco4)ncnc3c2c1`?
SDO1 yeast rescue: 0.16; Insulin prom inh: 84.8*; SDO1 yeast rescue Rescue 24 h: 0.43

How did O=C(c1ccc(CSc2ccc(Cl)cc2)cc1)N1CCOCC1 do in these assays?
Insulin prom inh: -31.6

What do the screens show for `CCCCOC(=O)c1ccccc1N1C(=O)C2C3CCC(C3)C2C1=O` (configuration not stated)?
SDO1 yeast rescue: -0.46; Insulin prom inh: -93.3; SDO1 yeast rescue Rescue 24 h: -0.05

How did CC1CCCCN1C(=O)CCc1nnc(Cc2c[nH]c3ccccc23)o1 (configuration not stated) do in these assays?
Insulin prom inh: -34.8

How did CCOC(=O)c1ccc(NCc2nc3ccccc3[nH]2)cc1 do in these assays?
SDO1 yeast rescue: -0.1; SDO1 yeast rescue Rescue 24 h: 1.55

How did Cc1ccc(S(=O)(=O)N2CCC(N3CCCCCC3)CC2)cc1 do in these assays?
SDO1 yeast rescue: -0.24; SDO1 yeast rescue Rescue 24 h: -0.33

How did O=C(CSc1n[nH]c(-c2cccs2)n1)N1CCCc2ccccc21 do in these assays?
SDO1 yeast rescue: -0.75; Insulin prom inh: -20.9; SDO1 yeast rescue Rescue 24 h: -0.37

What do the screens show for `CCN(CC(=O)Nc1cc(Cl)ccc1C)c1ncnc2sc(C)c(C)c12`?
SDO1 yeast rescue: -0.76; Insulin prom inh: 0.0; SDO1 yeast rescue Rescue 24 h: -0.36

What do the screens show for `O=C(Nc1ccon1)c1csc2ccccc12`?
SDO1 yeast rescue: -0.11; Insulin prom inh: -33.3; SDO1 yeast rescue Rescue 24 h: -0.36

How did CC(C)C(C(=O)C=[N+]=[N-])N1C(=O)c2ccccc2C1=O (configuration not stated) do in these assays?
SDO1 yeast rescue: 0.42; Insulin prom inh: -24.1; SDO1 yeast rescue Rescue 24 h: -0.19

How did CCC(=O)N1N=C(c2ccc(C)o2)CC1c1ccc(Br)cc1 (configuration not stated) do in these assays?
SDO1 yeast rescue: -1.2; SDO1 yeast rescue Rescue 24 h: -1.23

What do the screens show for `O=c1[nH][nH]cc1C=Nc1cc(Cl)ccc1O`?
Insulin prom inh: 0.0

What do the screens show for `Cc1ccccc1S(=O)(=O)c1c(C)cc(C)n(C(C)C)c1=O`?
SDO1 yeast rescue: -1.45; Insulin prom inh: -11.6; SDO1 yeast rescue Rescue 24 h: -1.45

How did COc1ccc(NS(=O)(=O)c2ccc(N3CCOCC3)c(NC(=O)c3cccc(F)c3)c2)cc1 do in these assays?
SDO1 yeast rescue: -1.13; Insulin prom inh: 0.0; SDO1 yeast rescue Rescue 24 h: -1.83

How did Cc1cc(NC(=O)c2ccc(Br)c(S(=O)(=O)N3CCCC3)c2)no1 do in these assays?
SDO1 yeast rescue: 1.45; Insulin prom inh: 14.3; SDO1 yeast rescue Rescue 24 h: 1.64

What do the screens show for `COCCCNCCCCSc1ccc(Cl)cc1`?
SDO1 yeast rescue: -1.36; Insulin prom inh: 32.4; SDO1 yeast rescue Rescue 24 h: -1.54

Results for COC(=O)c1ccccc1NC(=O)COC(=O)CSc1nnc(N)s1 ?
Insulin prom inh: -14.3

Results for Cc1ccc(OCc2n[nH]c(=S)n2N)cc1C ?
Insulin prom inh: 0.0

What do the screens show for `Brc1ccc(-c2nc3ncccn3c2Nc2ccc3c(c2)OCCO3)o1`?
SDO1 yeast rescue: -0.03; Insulin prom inh: -19.2; SDO1 yeast rescue Rescue 24 h: -1.33

How did Cc1cc(O)c(C=Nc2cccc(Cl)c2)c(=O)o1 do in these assays?
SDO1 yeast rescue: 1.45; SDO1 yeast rescue Rescue 24 h: 0.67

Results for O=C(NC1CCCC1)C1CCN(c2cnccn2)CC1 ?
Insulin prom inh: -5.3

Next section, starting with the last 5 of the part before.
Results for COC(=O)c1ccccc1NC(=O)COC(=O)CSc1nnc(N)s1 ?
Insulin prom inh: -14.3

Results for Cc1ccc(OCc2n[nH]c(=S)n2N)cc1C ?
Insulin prom inh: 0.0

What do the screens show for `Brc1ccc(-c2nc3ncccn3c2Nc2ccc3c(c2)OCCO3)o1`?
SDO1 yeast rescue: -0.03; Insulin prom inh: -19.2; SDO1 yeast rescue Rescue 24 h: -1.33

How did Cc1cc(O)c(C=Nc2cccc(Cl)c2)c(=O)o1 do in these assays?
SDO1 yeast rescue: 1.45; SDO1 yeast rescue Rescue 24 h: 0.67

Results for O=C(NC1CCCC1)C1CCN(c2cnccn2)CC1 ?
Insulin prom inh: -5.3

Results for COC(=O)[C@H](C)NC(=O)Nc1ccccc1F ?
SDO1 yeast rescue: 1.19; SDO1 yeast rescue Rescue 24 h: 1.95

Results for CCN(CCn1cccn1)C(=O)CC1C(=O)NCCN1Cc1ccc(F)cc1 (configuration not stated) ?
Insulin prom inh: -43.8

Results for Clc1ccc(-n2nnnc2-c2cnc(-c3ccncc3)nc2-c2cccs2)cc1 ?
SDO1 yeast rescue: -1.74; Insulin prom inh: -383.3; SDO1 yeast rescue Rescue 24 h: -0.82

What do the screens show for `CC(C)NS(=O)(=O)c1ccc(CCC(=O)Nc2ccc3c(c2)OCCO3)cc1`?
SDO1 yeast rescue: 1.35; Insulin prom inh: 6.7; SDO1 yeast rescue Rescue 24 h: 2.3

How did Nc1ccccc1SCC(=O)Nc1ccc(N2CCOCC2)cc1 do in these assays?
SDO1 yeast rescue: 0.39; Insulin prom inh: 0.0; SDO1 yeast rescue Rescue 24 h: 0.18

Results for CCN=C1S/C(=C\c2ccc(Sc3ccc(Cl)cc3)o2)C(=O)N1CC ?
SDO1 yeast rescue: 0.47; Insulin prom inh: -36.7; SDO1 yeast rescue Rescue 24 h: 0.43

Results for O=C(COc1ccc(Cl)cc1Cl)NNC(=S)NCc1ccco1 ?
Insulin prom inh: -166.7
